Source: PubChem BioAssay
FXIIa inh – inhibitors of human coagulation factor XIIa; AID 800; inhibition, % at 5 µM; 220,000 compounds, 0.3% hits; purified FXIIa, Boc-QGR-AMC fluorogenic substrate, 2 h; in the data active means inhibition above about 40%;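 further: 0% = enzyme with no compound and 100% = blank without enzyme; many of its hits are not listed in these tables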
Target sequence (P00748 20-372 limits assumed): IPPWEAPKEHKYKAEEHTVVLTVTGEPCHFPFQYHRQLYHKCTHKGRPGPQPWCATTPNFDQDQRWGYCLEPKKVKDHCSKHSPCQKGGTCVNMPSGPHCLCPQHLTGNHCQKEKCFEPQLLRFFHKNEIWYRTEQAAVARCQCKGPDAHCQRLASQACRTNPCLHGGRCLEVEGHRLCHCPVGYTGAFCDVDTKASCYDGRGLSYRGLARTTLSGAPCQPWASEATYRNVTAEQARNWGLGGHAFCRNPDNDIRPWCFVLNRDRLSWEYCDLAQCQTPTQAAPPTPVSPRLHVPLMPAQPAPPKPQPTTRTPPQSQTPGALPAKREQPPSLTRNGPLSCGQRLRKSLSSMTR
Target sequence (P00748 373-615 limits assumed): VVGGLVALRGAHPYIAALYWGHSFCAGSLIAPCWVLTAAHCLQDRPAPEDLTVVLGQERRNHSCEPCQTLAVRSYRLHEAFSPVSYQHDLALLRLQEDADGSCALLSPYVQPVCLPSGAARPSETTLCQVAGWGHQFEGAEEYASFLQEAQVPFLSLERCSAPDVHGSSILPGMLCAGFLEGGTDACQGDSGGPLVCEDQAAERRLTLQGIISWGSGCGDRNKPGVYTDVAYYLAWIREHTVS
Furin inhibitor – blocks human furin protease activity; 220,000 compounds, 0.061% hits; AID 463115; purified furin, fluorogenic substrate cleavage; inhibition, % at 30 µM; P09958; in the data active means inhibition above about 25%; further: inactives centre near -15
FXIa inh – blocks human coagulation factor XIa protease activity | P03951 | purified FXIa, Boc-Glu-Ala-Arg-AMC fluorogenic substrate | inhibition, % at 5 µM | 220,000 compounds, 0.14% hits | AID 798;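 active means inhibition of at least 40%; inactive means inhibition below 40%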;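 further: fluorescence of freed AMC excited at 355 nm; 0% = enzyme without compound and 100% = no enzyme blank; many of its hits are not listed in these tables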
Rad51 HR inh – Rad51 (human) homologous recombination inhibition. Q06609. hRad51 DNA strand exchange, fluorescence dequenching. inhibition, % at 10 µM. 200,000 compounds, 0.085% hits. AID 1385;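 active means inhibition above 40% at the single screening dose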;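 further: 0% = DMSO control wells and 100% = blanks with heterologous ssDNA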
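Material: Human Rad51 nucleoprotein filaments preassembled on unlabelled ssDNA | Also added: Labelled 47-mer dsDNA for strand exchange | Dosing: Single dose, 10 µM final compound | Schedule: 30-min compound preincubation and 15-min exchange, both room temperature | Technique: Fluorescence dequenching at 485/520 nm | Measure: Percent inhibition relative to plate controls and blanks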
m-calpain inh – calpain II (pig) inhibition | inhibition, % at 16 µM | 220,000 compounds, 0.37% hits | purified calpain II, fluorogenic peptide substrate, 30 min;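 active means inhibition above about 50%, limit read from the data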
PERK inh – blocks human PERK kinase; Q9NZJ5; CHO PERK-DD fusion, SEAP luminescence translation reporter; inhibition, % at 5.6 µM; 220,000 compounds, 0.17% hits; AID 1416;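 active means inhibition above the mean inhibition of all tested compounds plus 3 SD, set separately per screening campaign, cut at about 2.9% in these data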;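 further: PERK kinase domain activated by AP20187 dimerizer at 100 nM; 0% = DMSO with dimerizer and 100% = rapamycin at 8.4 µM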
KCC2 mod – KCC2 (human) Cl- transport modulation; Q9H2X9; KCC2 cells, thallium flux FluoZin-2 fluorescence; B-score of Tl+ flux slope (higher = more flux/activation; lower = inhibition) at 10 µM; 190,000 compounds, 2.2% hits; AID 1456;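 active means thallium flux slope and its plate-corrected score both differing from the plate sample mean at a set confidence after two filtering rounds, in either direction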;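 further: slope of fluorescence scaled to starting intensity during 10 to 20 s after thallium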
hK5 inh – inhibitors of human kallikrein 5; Q9Y337; recombinant hK5, fluorogenic AMC substrate cleavage; inhibition, % at 5 µM; 210,000 compounds, 0.59% hits; AID 873;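 active means inhibition of 40% or more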;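 further: 0% = enzyme controls without compound and 100% = no-enzyme blanks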
Target sequence (Q9Y337 67-293 limits assumed): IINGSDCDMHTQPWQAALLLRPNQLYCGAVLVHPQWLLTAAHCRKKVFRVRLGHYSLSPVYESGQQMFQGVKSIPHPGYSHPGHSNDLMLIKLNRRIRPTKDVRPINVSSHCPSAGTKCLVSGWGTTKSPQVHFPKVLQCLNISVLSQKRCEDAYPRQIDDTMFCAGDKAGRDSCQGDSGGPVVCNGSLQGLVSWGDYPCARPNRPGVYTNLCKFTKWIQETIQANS
thrombin 1536 – blocks human thrombin protease activity; alpha-thrombin, Boc-VPR-AMC fluorogenic substrate cleavage; inhibition, % at 5 µM; 220,000 compounds, 0.26% hits;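 active means inhibition at or above 40%; inactive means inhibition below 40%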;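 further: 0% = enzyme with no compound and 100% = wells without enzyme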
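System – human alpha-thrombin · Medium – pH 7.5 Tris (50 mM) with NaCl 150 mM, Tween 20 0.05% · Compound – single-point dosing at 5 µM, 0.2% DMSO · Incubation – enzyme reaction carried out at room temperature · Technique – fluorescence of released AMC, ex 355 nm, em 460 nm · Read-out basis – % inhibition of thrombin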
Active calls of the source: *; [ ] = dose if it differs, or a comment. This is a subset; count on the stated rates, not on these rows.

O=C(CNc1cccc([N+](=O)[O-])c1)N/N=C/c1ccc([N+](=O)[O-])o1 was read as FXIIa inh 5.3, Furin inhibitor -16.8, FXIa inh -0.1, Rad51 HR inh 21.2, m-calpain inh 15.1, PERK inh 1.2, KCC2 mod -0.00841, hK5 inh -10.1 and thrombin 1536 1.1.
For CC(C)(C)n1ncc2c(=O)n(Cc3ccc(Cl)cc3Cl)cnc21 the results were FXIIa inh 11.6, Furin inhibitor -22.5, FXIa inh -5.9, Rad51 HR inh -1.5, m-calpain inh 28.6, PERK inh -0.2, hK5 inh 3.7 and thrombin 1536 0.1.
For O=C(Nc1ccccc1N1CCCC1)c1ccc(Br)o1 the results were FXIIa inh 12.2, Furin inhibitor -28.7[20 µM], FXIa inh 2.5, Rad51 HR inh -2.1, m-calpain inh 34.0, PERK inh 0.1, hK5 inh -6.5 and thrombin 1536 1.9.
O=C(c1ccccc1)C1CCN(C(=O)c2cccs2)CC1 was read as FXIIa inh 4.2, Furin inhibitor -15.4, FXIa inh 2.2, Rad51 HR inh -14.1, m-calpain inh -5.5, PERK inh 1.6, KCC2 mod -1.07, hK5 inh -1.5 and thrombin 1536 -0.9.
For COc1cccc(N2CN(C3CCCCC3)CNC2=S)c1 the results were FXIIa inh 6.8, Furin inhibitor -32.1, FXIa inh 5.6, Rad51 HR inh 15.1, m-calpain inh 2.3, PERK inh 0.8, KCC2 mod 0.115, hK5 inh -4.4 and thrombin 1536 -2.0.
O=C(O)C1(P(=O)(c2ccccc2)c2ccccc2)CCC1 was read as FXIIa inh 20.8, Furin inhibitor -10.8, FXIa inh 13.2, Rad51 HR inh -9.2, m-calpain inh 19.3, PERK inh -0.5, KCC2 mod -0.0171, hK5 inh -1.0 and thrombin 1536 3.9.
NNc1nc2c(F)cccc2s1 was read as FXIIa inh 23.2, Furin inhibitor -22.1, FXIa inh 22.2, Rad51 HR inh -4.9, m-calpain inh 14.7, PERK inh 0.9, KCC2 mod 0.0273, hK5 inh -4.4 and thrombin 1536 -7.7.
`COc1ccccc1-c1cn[nH]c(=S)n1` gave FXIIa inh 0.2, Furin inhibitor 20.0[20 µM], FXIa inh 2.4, Rad51 HR inh 3.8, m-calpain inh -23.8, PERK inh 0.9, hK5 inh 2.3 and thrombin 1536 0.0.
Screening Cc1ccc(NC(=O)NC(=O)CSc2nnc(-c3ccc(Cl)cc3Cl)n2N)c(C)c1 returned FXIIa inh 11.9, Furin inhibitor -8.5, FXIa inh 4.0, Rad51 HR inh 2.9, m-calpain inh 0.3, PERK inh 0.7, KCC2 mod -1.48, hK5 inh -5.5 and thrombin 1536 9.3.
For CN(C(=O)c1ccco1)c1nc(CC(=O)Nc2ccccc2)cs1 the results were FXIIa inh 11.8, Furin inhibitor -14.4[20 µM], FXIa inh 7.9, Rad51 HR inh -2.9, m-calpain inh 30.4, PERK inh -0.6, KCC2 mod 0.201, hK5 inh -6.2 and thrombin 1536 -0.7.

Quoted at random: 3 compounds from above
`COc1ccccc1-c1cn[nH]c(=S)n1` gave FXIIa inh 0.2, Furin inhibitor 20.0[20 µM], FXIa inh 2.4, Rad51 HR inh 3.8, m-calpain inh -23.8, PERK inh 0.9, hK5 inh 2.3 and thrombin 1536 0.0.
O=C(O)C1(P(=O)(c2ccccc2)c2ccccc2)CCC1 was read as FXIIa inh 20.8, Furin inhibitor -10.8, FXIa inh 13.2, Rad51 HR inh -9.2, m-calpain inh 19.3, PERK inh -0.5, KCC2 mod -0.0171, hK5 inh -1.0 and thrombin 1536 3.9.
O=C(CNc1cccc([N+](=O)[O-])c1)N/N=C/c1ccc([N+](=O)[O-])o1 was read as FXIIa inh 5.3, Furin inhibitor -16.8, FXIa inh -0.1, Rad51 HR inh 21.2, m-calpain inh 15.1, PERK inh 1.2, KCC2 mod -0.00841, hK5 inh -10.1 and thrombin 1536 1.1.

The list continues:
`O=C(CSc1ncnc2c1oc1ccccc12)NC1CCCCC1` gave FXIIa inh 15.7, Furin inhibitor -29.3, FXIa inh 3.7, Rad51 HR inh -14.0, m-calpain inh 10.2, PERK inh 1.1, KCC2 mod -3.75*, hK5 inh 0.0 and thrombin 1536 -2.7.
`COc1ccccc1C(=O)Nc1ccc(C(=O)/C=C/c2cccs2)cc1` gave FXIIa inh 9.3, Furin inhibitor -32.8, FXIa inh 4.4, Rad51 HR inh -1.4, m-calpain inh -22.4, PERK inh -0.5, KCC2 mod 0.778, hK5 inh -13.2 and thrombin 1536 -8.3.
For CCC(=O)c1c(NC(CC)CO)cc(C)oc1=O (stereo not drawn) the results were FXIIa inh 3.3, Furin inhibitor -27.4, FXIa inh -3.6, Rad51 HR inh 3.7, m-calpain inh -10.5, PERK inh 1.2, KCC2 mod -0.798, hK5 inh -10.0 and thrombin 1536 -0.1.
For COc1ccc(-c2nnc(SCC(=O)N3CCC(Cc4ccccc4)CC3)o2)cc1OC the results were FXIIa inh 10.2, Furin inhibitor -10.2, FXIa inh -2.8, Rad51 HR inh -5.4, m-calpain inh -57.4, PERK inh 0.7, KCC2 mod -1.56, hK5 inh -17.1 and thrombin 1536 -0.6.
For Cc1nnsc1-c1nc2ccccc2[nH]1 the results were FXIIa inh 4.4, Furin inhibitor -24.3, FXIa inh -4.2, Rad51 HR inh -2.3, m-calpain inh inactive, PERK inh 1.1, KCC2 mod -1.11, hK5 inh 2.7 and thrombin 1536 -1.0.
`COc1cccc(C2CC(c3ccc(Cl)cc3)Nc3nc(N)nn32)c1` (stereo not drawn) gave FXIIa inh 17.3, Furin inhibitor -13.9, FXIa inh -4.1, Rad51 HR inh -8.0, m-calpain inh 6.4, PERK inh -0.1, KCC2 mod 0.6, hK5 inh -5.5 and thrombin 1536 -3.8.
Screening COc1cc(C#CC#CCN2CCCCC2)ccc1O returned FXIIa inh 11.2, Furin inhibitor -25.0, FXIa inh 3.5, Rad51 HR inh 5.6, m-calpain inh 36.7, PERK inh 1.1, KCC2 mod -1.01, hK5 inh 0.5 and thrombin 1536 1.5.
CCc1ccccc1NC(=O)C1NC(=O)CC1c1ccccc1 (stereo not drawn) was read as FXIIa inh 16.0, Furin inhibitor -22.5, FXIa inh 5.8, Rad51 HR inh 3.6, m-calpain inh -17.6, PERK inh 0.1, KCC2 mod 0.643, hK5 inh -11.5 and thrombin 1536 3.5.
Screening Cc1ccc(C(=O)Oc2ccccc2C(=O)N2CCOCC2)cc1 returned FXIIa inh 13.2, Furin inhibitor -9.1[20 µM], FXIa inh 8.1, Rad51 HR inh -1.4, m-calpain inh -11.3, PERK inh -0.6, KCC2 mod 0.206, hK5 inh -7.0 and thrombin 1536 1.1.
Screening CCN(C(=O)COC(=O)c1cccn1C)C1CCS(=O)(=O)C1 (stereo not drawn) returned FXIIa inh 3.2, Furin inhibitor -37.8, FXIa inh -2.0, Rad51 HR inh 4.0, m-calpain inh 10.6, PERK inh -0.2, KCC2 mod 1.3, hK5 inh -13.5 and thrombin 1536 4.9.
For CN(C)c1ccnc(N(Cc2ccccc2)Cc2ccccc2)c1C#N the results were FXIIa inh 5.2, Furin inhibitor -2.2[20 µM], FXIa inh -1.4, Rad51 HR inh 7.7, m-calpain inh -21.1, PERK inh -1.5, KCC2 mod -1.37, hK5 inh -7.6 and thrombin 1536 -4.2.
`CCOC(=O)Cn1c(CN2CCc3ccccc3C2)nc2c1c(=O)n(C)c(=O)n2C` gave FXIIa inh 1.0, Furin inhibitor -29.0, FXIa inh -1.9, Rad51 HR inh 1.4, m-calpain inh -5.6, PERK inh -0.1, KCC2 mod -0.352, hK5 inh 3.0 and thrombin 1536 -5.7.
O=C(O)Cn1cnc2sc3c(c2c1=O)CCCC3 was read as FXIIa inh 6.6, Furin inhibitor -31.8, FXIa inh -0.8, Rad51 HR inh -21.1, m-calpain inh -15.9, PERK inh 1.0, KCC2 mod 1.01, hK5 inh -1.6 and thrombin 1536 6.5.
COc1ccc(S(=O)(=O)NN(C)C)cc1N(C)S(=O)(=O)c1ccc(Cl)cc1 was read as FXIIa inh 3.3, Furin inhibitor -1.2, FXIa inh 14.0, Rad51 HR inh 24.3, m-calpain inh 20.8, PERK inh 0.6, KCC2 mod -0.379, hK5 inh -17.7 and thrombin 1536 -3.4.
Cn1cccc1/C=N/NC(=O)c1ccncc1 was read as FXIIa inh 4.8, Furin inhibitor -6.8, FXIa inh -2.8, Rad51 HR inh 2.4, m-calpain inh 26.8, PERK inh 1.3, KCC2 mod 0.0957, hK5 inh 16.3 and thrombin 1536 -4.5.
For Cc1nc(-c2coc3cc(O)c(C)cc3c2=O)cs1 the results were FXIIa inh 1.1, Furin inhibitor -23.3[20 µM], FXIa inh -7.4, Rad51 HR inh 5.2, m-calpain inh -87.7, PERK inh 0.4, KCC2 mod -1.28, hK5 inh 1.7 and thrombin 1536 -2.6.
For CC(C(=O)N1CCc2ccccc21)N1CCN(c2ccccn2)CC1 (stereo not drawn) the results were FXIIa inh 9.2, Furin inhibitor -20.7, FXIa inh 8.9, Rad51 HR inh -1.9, m-calpain inh 18.9, PERK inh 1.0, KCC2 mod 0.0361, hK5 inh -16.3 and thrombin 1536 -7.2.
For CCOC(=O)c1ccc(NC(=O)Cn2nnc(-c3ccccc3F)n2)cc1 the results were FXIIa inh 12.2, Furin inhibitor -9.4, FXIa inh 7.5, Rad51 HR inh -0.8, m-calpain inh 23.7, PERK inh 0.6, KCC2 mod 0.435, hK5 inh -12.4 and thrombin 1536 -8.9.
For Cc1ccc(C)n1-c1ccc(C(=O)O)cc1 the results were FXIIa inh 0.4, Furin inhibitor -18.9[20 µM], FXIa inh 8.5, Rad51 HR inh -1.8, m-calpain inh -38.9, PERK inh 1.5, KCC2 mod -0.0675, hK5 inh -4.9 and thrombin 1536 3.8.
Cc1ccc(CS(=O)(=O)Cc2ccc(C(=O)NCc3ccccn3)o2)cc1 was read as FXIIa inh 7.7, Furin inhibitor -12.6[20 µM], FXIa inh -4.3, Rad51 HR inh -8.2, m-calpain inh -5.5, PERK inh -0.3, KCC2 mod 0.566, hK5 inh -6.5 and thrombin 1536 -4.5.
COC(=O)[C@H](C)NC(=O)Nc1ccc(OC(F)(F)F)cc1 was read as FXIIa inh 15.1, Furin inhibitor -8.3, FXIa inh 5.5, Rad51 HR inh -6.8, m-calpain inh -1.9, PERK inh -0.1, KCC2 mod 0.119, hK5 inh 1.2 and thrombin 1536 -1.8.
`CC(C)OC(=O)NCN1C(=O)C2C3C=CC(C3)C2C1=O` (stereo not drawn) gave FXIIa inh 10.0, Furin inhibitor -1.6[20 µM], FXIa inh 0.3, Rad51 HR inh 4.6, m-calpain inh -4.0, PERK inh 0.9, KCC2 mod -0.308, hK5 inh -9.4 and thrombin 1536 -1.2.
`O=C(Cc1csc(Nc2nc(=S)[nH]c3ccccc23)n1)N1CCN(c2cccc(Cl)c2)CC1` gave FXIIa inh 9.8, Furin inhibitor 9.1, FXIa inh 6.5, Rad51 HR inh -17.8, m-calpain inh -99.6, PERK inh -0.3, KCC2 mod 25.2*, hK5 inh -66.4 and thrombin 1536 4.8.
COC(=O)Cn1c2c(c3cc(C)ccc31)CCCC2NC(C)c1ccccc1 (stereo not drawn) was read as FXIIa inh 6.7, Furin inhibitor -15.1, FXIa inh 9.2, Rad51 HR inh 13.7, m-calpain inh 17.3, PERK inh 1.1, KCC2 mod 1.37, hK5 inh 7.9 and thrombin 1536 3.4.
